# HADH2 inhib: blocks human hydroxyacyl-CoA dehydrogenase type II | Q99714 | recombinant HADH2, NADH fluorescence, beta-hydroxybutyryl-CoA | Potency, µM (series often up to 57.1 µM), for inactives: at the top dose activity change, negative = inhibition, usual class: inhibitors | actives 3.4% (n = 73,000); further: potency means the concentration at half of the fitted maximal effect; on the % scale 0 is the no-effect control and ±100 the full control effect; nearly all actives have a fitted effect of over 60% in size; many of its hits are not listed in these tables
#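 Activity measured as NADH fluorescence gain (360/450 nm), taken as the change between first and last reads of a 4-min kinetic run. Conditions: pH 9.0 Tris buffer, 20 nM E. coli-expressed His-tagged enzyme, 1 mM NAD+, 90 uM beta-hydroxybutyryl-CoA; 15-min compound preincubation.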
# HBB splice mod: hemoglobin beta splicing modulation; HBB splicing reporter cell assay, activation; EGFP reporter with mutant IVS2-654 intron; response scale: normalised to 500 nM splice-correcting PNA; AID 925; actives 0.06% (n = 65,000); Potency, µM (doses to about 46.1 µM), for the others: at the highest dose activation, usual class: activators; further: potency means the concentration at half of the fitted maximal effect; 0% is about no effect
#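 HeLa cells stably expressing EGFP interrupted by mutant beta-globin intron 2 (IVS2-654), 500/well in 2% FCS. Treated with compound for 2 days at 37C. Splicing correction scored as total well GFP intensity (488 nm excitation, 500-520 nm emission); 500 nM antisense PNA served as control.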
# UbGFP stabilizer: ubiquitin-GFP accumulation via proteasome inhibition. AID 526. 67,000 tested, under 10 active. Ubiquitin-GFP reporter cells, proteasome inhibition, GFP fluorescence; response scale: untreated = 0%, 10 µM MG-132 = 100%. Potency, µM (top dose mostly 45.9 µM), inactives show at the highest dose activation (GFP accumulation), actives largely listed as activators; active means well fitted activation curve with a large enough effect, not every such curve was filed as active; inconclusive means small, poorly fitted or top-dose-only effect, or another doubt; inactive means no such curve, though single readings can be large or run the other way; further: potency means the concentration at half of the fitted maximal effect
#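 Reporter cells (U2OS, ubiquitin-G76V-GFP fusion) are plated overnight, then treated 4 hr at 37 °C with compound titrations from 46 uM down to 2.9 nM. Activity is scaled against untreated cells and 10 uM MG-132.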
# Hsp90 Hop PPI: changes Hsp90-Hop TPR2A binding signal, up or down. AlphaScreen TPR2A-His6 binding biotin-Hsp90 C-terminal peptide. Potency, µM (series often up to 57 µM), for the others: at the top dose activity change, negative = inhibition. actives 0.44% (n = 71,000). AID 595; active means well fitted curve in either direction with a large enough effect; inconclusive means small, poorly fitted or top-dose-only effect, or another doubt; further: potency means the concentration at half of the fitted maximal effect; on the % scale 0 is the no-effect control and ±100 the full control effect; many of its hits are not listed in these tables
# Pol III holo inh: blocks replication by bacterial DNA polymerase III holoenzyme | reconstituted DNA polymerase III holoenzyme replication, biochemical | Potency, µM (top dose mostly 57.1 µM), without a hit: at the highest dose activity change, negative = inhibition | actives 0.25% (n = 71,000); further: potency means the concentration at half of the fitted maximal effect; on the % scale 0 is the no-effect control and ±100 the full control effect
#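 Reconstituted *E. coli* holoenzyme (0.35 nM Pol III, 1 nM beta, 154 nM SSB, 2 nM primase) was preincubated with compound for 15 min at RT. Synthesis on 1.4 nM ssM13Gori ran 35 min, then was stopped with PicoGreen/EDTA and read as dsDNA fluorescence.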
# CRE Fsk mod: alters forskolin-stimulated CRE reporter signaling in CHO cells; CHO CRE-bla reporter (cAMP response element driving beta-lactamase), forskolin EC10, beta-lactamase ratio; actives 2.5% (n = 71,000); AID 662; Potency, µM (titrated, usually from 38.2 µM), without a hit: at the highest dose activity change, negative = inhibition, actives largely listed as activators; active means well fitted activation curve with a large enough effect in the signal ratio, with a control signal flat, not every such curve was filed as active; inconclusive means small, poorly fitted or top-dose-only effect, or effect the other way, or a change in a side signal; the % refers to the signal ratio; further: potency means the concentration at half of the fitted maximal effect; % of control where 0% means no effect
#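 CRE-bla CHO cells stimulated with EC10 NKH 477 (water-soluble forskolin) and compound titrations, 3 h at 37C; beta-lactamase read with CCF4 after 2 h at room temperature. Activity from 460/530 nm emission ratio, AC50 values for positive or negative modulation.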
# BRCT inh red: inhibitors of human BRCA1 BRCT-phosphoprotein interaction (red fluorophore); P38398; BRCT-phosphopeptide binding, red fluorescence polarization; actives 0.03% (n = 75,000); Potency, µM (top dose mostly 76.9 µM), for inactives: at the top dose activity change, negative = inhibition, usual class: inhibitors; AID 892; further: on the % scale 0 is the no-effect control and ±100 the full control effect
#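 Rhodamine-labelled pBACH1 10-mer (100 nM) bound to BRCT domain (100 nM) at pH 7.3; compounds incubated 12 min room temperature, polarization read. Free peptide defines full inhibition; unlabelled decapeptide titrated as control.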
# GFP derepression: epigenetic GFP locus derepression in mouse cells; mouse C127i GFP locus derepression, cytometry, 30 h; Potency, µM (doses to about 46.1 µM), without a hit: at the highest dose GFP derepression (activation); actives 0.09% (n = 68,000); AID 597; further: % of control where 0% means no effect
#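 Read-out is the number of GFP-positive cells, scored as fluorescent objects 20 to 120 um wide, reflecting derepression of a silenced CMV-GFP reporter in murine C127i cells after 30 h compound exposure at 37 C.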
# BRCT PPI green: BRCA1 BRCT-phosphoprotein interaction inhibition. BRCA1 BRCT-phosphopeptide binding, green fluorescence polarization. Potency, µM (doses to about 76.9 µM), inactives show at the highest dose activity change, negative = inhibition, usual class: inhibitors. actives 0.05% (n = 75,000);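 further: potency means the concentration at half of the fitted maximal effect; plate controls were peptide without protein for full effect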
#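 Fluorescence polarization: His-tagged BRCT (~35 kDa BRCA1 C-terminus, 250 nM) bound to 100 nM fluorescein-labeled phosphorylated 10-aa BACH1 peptide, pH 7.3 phosphate buffer with DTT and Tween 20. Compounds incubated 12 min at room temperature; inhibition read as lowered polarization.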
# 15-hLO inh: 15-hLO (ALOX15) enzyme inhibition. P16050. purified 15hLO-1, xylenol orange hydroperoxide absorbance. Potency, µM (doses to about 57.1 µM), inactives show at the highest dose activity change, negative = inhibition, usual class: inhibitors. actives 1.4% (n = 74,000); further: potency means the concentration at half of the fitted maximal effect; on the % scale 0 is the no-effect control and ±100 the full control effect; nearly all actives have a fitted effect of over 55% in size
#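 Readout: Fe(III)-xylenol orange absorbance, 573-to-405 nm ratio as reaction progress. Enzyme 40 nM purified human 15hLO-1, substrate 50 uM arachidonic acid, 6 min RT after 15 min compound preincubation; Hepes pH 7.5 buffer with Triton X-100.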
# USP2a inh: USP2a (human) protease inhibition. Potency, µM (highest dose often 38.3 µM), for the others: at the highest dose activity change, negative = inhibition, hits mostly inhibitors. O75604. USP2a enzymatic assay, qHTS inhibition. AID 927. actives 0.1% (n = 60,000);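 further: potency means the concentration at half of the fitted maximal effect; nearly all actives have a fitted effect of over 60% in size; plate controls were DMSO for no effect and NEM full inhibition control for full effect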
#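 Inhibition is measured in a cell-free coupled assay with 20 nM USP2 core, 20 nM Ub-PLA2 and 20 uM NBD C6-HPC, 2.5 h incubation. Activity normalized to NEM control.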
# Numbers without * were called inactive; i = inactive; ? = inconclusive; . = no result given; [ ] = dose if it differs, or a comment. Unless noted, the call rests on the fitted dose curve; in most records, active means well fitted curve in the direction sought with a large enough effect; inconclusive means small, poorly fitted or top-dose-only effect, or another doubt; inactive means no such curve, though single readings can be large; an effect the other way counts as inactive or inconclusive.
SMILES,HADH2 inhib,HBB splice mod,UbGFP stabilizer,Hsp90 Hop PPI,Pol III holo inh,CRE Fsk mod,BRCT inh red,GFP derepression,BRCT PPI green,15-hLO inh,USP2a inh
COc1ccc(-n2c3c(cc(C(=O)N4CCN(CCO)CC4)c2=O)C(=O)CC(C)(C)C3)cc1,6%[11.4 µM],-1.0%[0.0738 µM],5%[9.17 µM],-8%[11 µM],-1%[11.4 µM],?,0.7%,-2%,-5.2%,1%[11.4 µM],-11%[7.66 µM]
CCOc1ccc(NC2=NCCC(=O)N2Cc2cccs2)cc1,-22%,.,3%,-5%,-2%,4%,0.2%,1%,5.2%,-5%,2%
COc1ccc(NC(=O)c2cc3c(=O)n(C)c4ccccc4c3n2C)cc1OC,32%[activator],-0.1%,10%,-3%[2.3 µM],-5%,4µM*,-0.4%,.,-3.1%,-12%,.
O=C(Oc1nsnc1N1CCOCC1)N1CCCCC1,4%,.,1%,-1%,2%,9%,-0.7%,-1%,-0.6%,3%,-2%
CC(=O)c1cc(C(=O)Nc2ccccc2C(=O)O)oc1C,-4%,.,-2%,-4%,-6%,3%,-3.1%,0%,0.1%,7%,4%
CCCOP(=O)(c1ccc(N(C)C)cc1)C(O)c1ccccc1OC (configuration not stated),13%,3.9%[1.84 µM],25%,0%,0%,12%,-1.6%,-2%,-1.6%,11%,11%
CC(C)(C)CC(C)(C)c1ccc(OCCO)cc1,17%,-0.4%,.,0%,-1%,20%,0.3%,.,-2.1%,8%,.
COC(=O)c1ccccc1NC(=O)CN(C)S(=O)(=O)c1ccc(OC)c(C)c1,2%,0.3%,-1%,0%,-5%,-4%,-1.1%,0%,-1.2%,-7%,1%
CCOc1ccc(N2C(=O)CC(NCCc3ccncc3)C2=O)cc1 (configuration not stated),3%,-0.5%,0%,-2%,-1%,-2%,-0.7%,-2%,0.5%,-5%,-17%
CC(NS(=O)(=O)c1ccccc1)C(=O)Nc1nccs1 (configuration not stated),?,-0.3%[57.5 µM],1%,-2%,-7%,-11%,-1.0%,6%,0.1%,-28%,12%
COc1ccccc1CN1CCCC2(CCN(C(=O)c3csnn3)CC2)C1,11%,1.8%,1%,7%,-6%,-6%,-0.7%,0%[9.22 µM],-3.1%,0%,35%[activator]
CC(=O)NC1CCN(C(=O)N2CCCC2)CC1,4%,.,-3%,3%,-5%,2%,2.2%,1%,-2.0%,0%,-20%
O=C(O)C1CCCCC1C(=O)Nc1ccccc1Nc1ccccc1 (configuration not stated),-4%,-0.9%[9.22 µM],13%,-7%,-12%,?,-0.5%,0%,5.2%,-2%,4%
CN(CC(=O)N1CCCC1)S(=O)(=O)c1cc(Cl)ccc1Cl,2%,0.9%,-3%,2%,0%,-12%,0.3%,0%,0.0%,8%,0%
COc1cccc(C(=O)N2CCN(Cc3ccc4c(c3)OCO4)CC2)c1OC,?,1.1%,2%,-9%,1%,?,-0.2%,0%,-0.5%,-9%,4%
N#Cc1cnn(Cc2ccccc2)c1N,-6%,-1.3%[57.5 µM],-4%,-2%,8%,-2%,0.8%,-2%,-1.0%,-6%,1%
COc1cc2cc(C(=O)Nc3ccccc3)c(N)nc2cc1OC,?,0.0%[57.5 µM],5%,20%,-8%,3.2µM*,-4.3%,-2%,8.2%,?,.
c1ccc(Cn2nnc3c(N4CCC5(CC4)OCCO5)ncnc32)cc1,4%,.,1%,0%,-4%,6%,1.3%,0%,-0.7%,-4%,3%
Cc1ccc(C)c(C(=O)NC2CC(C)(C)NC(C)(C)C2)c1,?,-0.1%,-9%,2%,-2%,0%,0.1%,-3%,-1.3%,-9%,-8%
O=C(C1CCN(S(=O)(=O)c2cccc3cccnc23)CC1)N1CCc2ccccc21,1%,-0.2%,1%,-2%,4%,-21%,1.0%,1%,-0.8%,-4%,43%[activator]
C[C@H](CCC(=O)NN)[C@@H]1CC[C@@H]2[C@H]3CC[C@H]4C[C@@H](O)CC[C@@]4(C)[C@@H]3CC[C@]21C,22%[11.4 µM],2.5%[9.22 µM],-5%[9.17 µM],-4%[11 µM],-9%[11.4 µM],14%[7.6 µM],0.2%[15.4 µM],-1%[9.22 µM],-1.9%[15.4 µM],11%[11.4 µM],.
CSc1nnc2n(-c3ccccc3)c(=O)c3c4c(sc3n12)CCC4,-2%,-0.5%,2%,-4%,1%,2.5µM*,-1.4%,3%,3.8%,2.5µM*,7%
OC(CNCCc1ccccc1)c1ccccc1 (configuration not stated),-1%[11.4 µM],-2.5%[0.0738 µM],-5%[9.17 µM],-7%[11 µM],3%[11.4 µM],?,-0.3%,-2%,-1.0%,6%[11.4 µM],6%[7.66 µM]
Cc1cccc(CNc2ncnc3ccc(-c4ccc(C(=O)N(C)C)cc4)cc23)c1,i,0.9%,-5%,?,-6%,?,-1.4%,-5%[9.22 µM],6.1%,-6%,66%[activator]
CCc1cccc(NC(=O)C2CCCN(S(=O)(=O)c3c(C)[nH]c(=O)[nH]c3=O)C2)c1 (configuration not stated),0%,-0.5%,7%,-11%,5%,-6%,-0.9%,2%,-0.5%,-10%,12%
CC(=O)Nc1cccc(NC(=O)C2CC(=O)N(c3ccc(C)cc3)C2)c1 (configuration not stated),4%,-0.7%,4%,1%,0%,-1%,0.9%,3%,-1.7%,2%,10%
Cc1ccc2ncccc2c1,2%,-1.0%,.,6%,-3%,-9%,-2.7%,.,-0.7%,-4%,.
CCOc1ccc(NC(=O)CN(C)c2nnnn2-c2ccccc2)cc1OCC,29%,-3.5%,1%,-4%,-7%,?,-1.1%,1%,-1.6%,13%,-5%
O=C(CSC1=NCCS1)Nc1ccccc1F,2%,.,-4%,-3%,-1%,-4%,-0.9%,0%,1.6%,0%,-4%
CCCCn1cnc2c1c(=O)n(C)c(=O)n2C,7%,.,4%,0%,-6%,?,0.2%,0%,-3.0%,4%,0%
O=C(CCCN1C(=O)c2ccccc2C1=O)Nc1ccccc1C(=O)N1CCOCC1,-5%,-2.5%,-9%,-5%,1%,2%,0.8%,-6%,-1.4%,-9%,6%
O=C1c2ccccc2C(=O)C12Cc1ccccc1N1CCN(c3ccccc3)CC12 (configuration not stated),4%,-3.3%[57.5 µM],4%,-9%,0%,-12%,-0.2%,2%,-0.1%,5%,21%
CS(=O)(=O)Nc1cccc(-c2nc(NCc3ccccc3)c3ccccc3n2)c1,8%,-0.7%,5%,-8%,-1%,?,2.0%,-3%[9.22 µM],0.2%,-23%,?
CC(=O)Nc1nn(C)c2nc3cc(C)ccc3cc12,8%,0.4%[0.369 µM],4%,-4%,-5%,?,-0.7%,0%,1.0%,0%,-3%
O=C(CN1CCN(CC(=O)Nc2ccccn2)CC1)Nc1ccccn1,5%[11.4 µM],0.5%[0.0738 µM],2%[9.17 µM],-19%[11 µM],5%[11.4 µM],11%[7.6 µM],0.1%,4%,-0.3%,-13%[11.4 µM],2%[7.66 µM]
O=C1c2ccccc2C(=O)N1CCCc1nc2ccccc2c(=O)n1-c1cccnc1,4%,1.4%,9%,-1%,-7%,?,-0.8%,-2%,-4.2%,-4%,11%

# Exported with values under each structure: 2 of the compounds above.
# Values run as follows: HADH2 inhib	HBB splice mod	UbGFP stabilizer	Hsp90 Hop PPI	Pol III holo inh	CRE Fsk mod	BRCT inh red	GFP derepression	BRCT PPI green	15-hLO inh	USP2a inh
- CCCCn1cnc2c1c(=O)n(C)c(=O)n2C
  7%	.	4%	0%	-6%	?	0.2%	0%	-3.0%	4%	0%
- O=C(CCCN1C(=O)c2ccccc2C1=O)Nc1ccccc1C(=O)N1CCOCC1
  -5%	-2.5%	-9%	-5%	1%	2%	0.8%	-6%	-1.4%	-9%	6%

# These rows are one share of the data; the hit share may differ from the screen's.
